Assay outcomes as filed in PubChem BioAssay.
OX1R antag-1 – human HCRTR1 antagonism. AID 434989. hit rate 0.43% among 330,000. CHO/OX1R cells, Fluo-8 calcium fluorescence, orexin A. O43613. inhibition, % at 5 µM;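 active means inhibition above its plate's threshold, mean inhibition of all tested compounds on the plate plus 3 SD, cut at about 37% in these data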;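 further: 0% = orexin A challenge wells and 100% = SB-334867-A antagonist wells; not every result past the cut was called active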
Target sequence (O43613 whole entry, looked up): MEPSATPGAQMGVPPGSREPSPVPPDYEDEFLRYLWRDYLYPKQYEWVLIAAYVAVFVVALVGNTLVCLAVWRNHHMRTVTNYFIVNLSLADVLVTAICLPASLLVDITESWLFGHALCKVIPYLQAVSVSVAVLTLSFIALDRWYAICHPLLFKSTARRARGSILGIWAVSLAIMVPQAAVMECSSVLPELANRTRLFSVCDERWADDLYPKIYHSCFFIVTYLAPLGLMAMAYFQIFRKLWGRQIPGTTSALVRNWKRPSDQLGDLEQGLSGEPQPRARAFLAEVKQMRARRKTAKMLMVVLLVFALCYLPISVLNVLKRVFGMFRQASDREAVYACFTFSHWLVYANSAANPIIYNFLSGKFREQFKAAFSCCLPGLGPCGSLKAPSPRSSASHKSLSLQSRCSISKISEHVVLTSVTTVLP
OX1R antag-2 – antagonists of human orexin 1 receptor (OX1R) | inhibition, % at 6.6 µM | O43613 | hit rate 1.8% among 330,000 | AID 485270 | OX1R-expressing cells, FRET antagonist read-out; in the data active means inhibition mostly above about 38%, no sharp cut-off; inactive means mostly below about 40%;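 further: 0% = agonist challenge alone and 100% = reference antagonist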
The depositor's hits bear a star.

SMILES	OX1R antag-1	OX1R antag-2
COc1ccc(-n2ncc3c2CC(C)(C)CC3NC(=O)C2CCN(C(C)=O)CC2)cc1 (stereo unspecified)	-22.1	8.8
O=C(NCC1CCCN(C(=O)NCc2ccccc2)C1)c1ccc2c(c1)OCO2 (stereo unspecified)	-48.4	6.5
O=C(CCCc1ccccc1)Nc1ccnn1C1CCN(Cc2ccccn2)CC1	-12.5	40.0
O=C(CSc1nnc(-c2ccccn2)o1)Nc1ccccc1C(F)(F)F	-6.8	1.8
CCOc1ccccc1C1CC(=O)NC(SCC)=C1C#N (stereo unspecified)	-27.8	36.7
O=C1c2cccc(Sc3ccccc3)c2C(=O)c2c(Sc3ccccc3)cccc21	-22.5	-1.0
Cc1ccc(N/C=C2\CCCCC2=O)nc1	5.2	-0.2
COC(=O)CCC(=O)NNC(=O)CCC(=O)Nc1cccc(Cl)c1C	4.1	4.0
CCOCCCNS(=O)(=O)c1ccc2c(c1)OCCO2	-20.7	11.2
O=C(O)c1ccc(NC(=O)C2(c3ccccc3)CCCC2)cc1	1.8	19.8
CCCN(CCC)S(=O)(=O)c1ccc(C(=O)N2CCCc3ccccc32)cc1	6.3	31.3
COc1ccc(C(C)(C)NC(=O)C2CCC(=O)N(CCCN3CCCC3=O)C2)cc1 (stereo unspecified)	-4.5	8.9
COc1ccccc1NC(=O)Nc1nc(CC(=O)NC2CCCC2)cs1	-28.4	16.6
COc1ccc(N2CCN(C(=O)COC(=O)CCOc3ccc(C(C)(C)C)cc3)CC2)cc1	-20.8	12.9
CCN(CC(=O)Nc1sc2c(c1C#N)CCCC2)CC(=O)NC1CCS(=O)(=O)C1 (stereo unspecified)	-24.0	6.9
Cc1ccc(NC(=O)CCS(=O)(=O)c2cccc3nonc23)cc1Cl	-3.2	19.1
COc1ccc(Cl)cc1N(CC(=O)N1CCCCCC1)S(C)(=O)=O	-7.9	3.0
Cc1ccc(C)c(C(=O)CN2C(=O)NC3(CCc4ccccc43)C2=O)c1 (stereo unspecified)	-7.1	3.2
O=C(CCc1ccccc1)N/N=C\c1cc2c(cc1Br)OCO2	-18.2	46.5
COc1ccc(CCN2CC(C(=O)Nc3ccc4c(c3)OCO4)CC2=O)cc1OC (stereo unspecified)	-3.6	23.0
CC(NC(=O)C1CCCC1)C1CC2CCC1C2 (stereo unspecified)	-19.1	24.9
CCOC(=O)c1c(C)[nH]c(C(=O)COC(=O)c2cnccn2)c1C	-12.3	-1.7
CCCCCCC(=O)NNC(=O)c1c(O)c2ccccc2n(CCC)c1=O	-1.8	0.9
O=C(O)c1cc2cc(Cl)cc(Cl)c2oc1=O	3.4	41.4
CCN(CC)c1ccc(C(=O)N/N=C(\C)c2cccnc2)cc1	-10.2	22.2

Complete entries from above. Order of screens: OX1R antag-1, OX1R antag-2
Profile of O=C(O)c1ccc(NC(=O)C2(c3ccccc3)CCCC2)cc1 = 1.8, 19.8
Profile of COc1ccc(N2CCN(C(=O)COC(=O)CCOc3ccc(C(C)(C)C)cc3)CC2)cc1 = -20.8, 12.9
Profile of Cc1ccc(NC(=O)CCS(=O)(=O)c2cccc3nonc23)cc1Cl = -3.2, 19.1
Profile of CC(NC(=O)C1CCCC1)C1CC2CCC1C2 (stereo unspecified) = -19.1, 24.9

(more compounds)
SMILES	OX1R antag-1	OX1R antag-2
COCCSc1ccccc1C(=O)Nc1cc([N+](=O)[O-])ccc1OC	-25.4	22.9
CCCn1c(SCc2ccccc2)nc2c1c(=O)[nH]c(=O)n2C	-15.8	18.5
O=C1NN(c2ccccc2)C(=O)C2C3C=CC(C4CC34)C12 (stereo unspecified)	-4.5	25.4
CCCOc1ccc(C(=O)N2CCN(c3ccc(N)cc3Cl)CC2)cc1	-25.1	11.9
O=C(Nc1cccc(-n2cnnn2)c1)c1cnccc1Cl	-9.6	5.7
O=C(NCCS(=O)(=O)NCc1ccccc1Cl)c1ccccc1	-19.6	28.7
CCn1nc(C(=O)NNS(=O)(=O)c2cc(/C=C/C(=O)O)cc(OC)c2OC)c2ccccc2c1=O	-6.0	3.5
O=C1Nc2c(c(=O)[nH]c(=O)n2Cc2ccccc2)C1(NS(=O)(=O)c1ccccc1)C(F)(F)F (stereo unspecified)	6.5	4.3
O=P(c1ccc2c(c1)OCCO2)(N1CCOCC1)N1CCOCC1	-8.8	16.0
Brc1ccccc1OCCCn1cnc2ccccc21	-24.9	2.9
O=C(CCCOc1ccccc1)NNC(=O)c1ccncc1	1.6	8.2
CC(=O)Nc1ccc2cc3ccc(NC(C)=O)cc3nc2c1	-28.6	31.6
COCCNC(=O)CSC1=N/C(=C/c2ccc(Cl)c(Cl)c2)C(=O)N1c1ccccc1F	-11.7	16.4
O=C(Cc1cccc(NC(=O)C2CCN(C(=O)CCc3ccccc3)CC2)c1)Nc1cccc(C(=O)N2CCCC2)c1	-29.2	3.6
Cc1ccccc1-n1c(O)cc(=O)[nH]c1=S	-6.8	4.7
Cn1nccc1C(=O)Nc1ccccc1C(=O)O	-13.4	9.2
CC(=O)COc1ccc2c(-c3ccccc3)cc(=O)oc2c1	-8.9	13.1
CS(=O)(=O)N(CC(=O)N1CCN(Cc2ccccc2)CC1)c1cccc([N+](=O)[O-])c1	-14.3	2.5
CS(C)(=O)=NS(=O)(=O)c1ccc(Cl)cc1	-21.5	8.9
COc1cc(Cl)ccc1OCc1cc(C(=O)NC(C)Cc2cnccn2)no1 (stereo unspecified)	-20.7	24.6
CC(Nc1ccccc1)c1ccncc1 (stereo unspecified)	-18.2	10.0
O=S(=O)(Nc1ncccn1)c1ccc(Nc2ncnc3ccccc23)cc1	-2.7	-4.1
O=C(CSc1nccc(=O)[nH]1)NC1CCCc2ccccc21 (stereo unspecified)	-2.7	6.7
COc1cccc(C(=O)OCC(=O)c2c[nH]c3ccccc23)c1OC	-11.5	6.8
CCOC(=O)C1=C(C)N=c2s/c(=C\c3ccc(OC(C)=O)c(OCC)c3)c(=O)n2C1/C=C/c1ccccc1 (stereo unspecified)	-16.3	4.7

Other compounds:
SMILES	OX1R antag-1	OX1R antag-2
Cc1noc(C)c1S(=O)(=O)N1CCC(C(=O)NCCc2ccc(S(N)(=O)=O)cc2)CC1	-3.5	22.1
Cc1[nH]c2ccccc2c1N=Nc1cc(C(=O)O)cc(C(=O)O)c1	-4.7	37.4
COc1ccccc1N/C(N)=N/c1nc(CSc2nc3ccccc3s2)cc(=O)[nH]1	-13.0	10.2
CCCCN(C(=O)c1ccco1)C1CCS(=O)(=O)C1 (stereo unspecified)	-4.1	23.2
O=C(N=C1SCC(=O)N1c1ccccc1)c1ccco1	-18.6	20.3
CCN(CC)C(=O)C1CCCN(Cc2nc(-c3cccs3)no2)C1 (stereo unspecified)	-36.4	8.8
COCCNC(=S)Nc1ccc(S(=O)(=O)Nc2ncccn2)cc1	1.8	4.8
CN1C(=O)CC(N2CCC(C(N)=O)(N3CCCCC3)CC2)C1=O (stereo unspecified)	3.7	4.2
Cn1cc([C@@H]2C[C@H]3CN(Cc4cccc(Cl)c4)C(=O)[C@]34CCCN24)c(-c2ccccc2)n1	-33.9	24.8
O=[n+]1c2c(n([O-])c3ccccc31)CCC2	-1.4	28.1
C=CCn1c(C)cc(C2=NNC(=Nc3ccc(C)cc3)SC2)c1C	-35.2	13.1
O=c1oc2ccccc2c(NC2CCCCC2)c1NS(=O)(=O)c1ccc(Br)cc1	-15.8	21.7
Cc1cccc(OCc2nc3ccccc3n2C)c1	-9.4	12.0
COc1ccc(C2CC(=O)C3=C(C2)Nc2ccccc2N(C(=O)CCC(=O)O)C3c2ccc(F)cc2)cc1 (stereo unspecified)	-6.3	8.7
COc1ccc(CNC(=O)CN(C)Cc2ccc(C(C)(C)C)cc2)cc1	-25.1	3.0
Cc1cc(=O)n2[nH]c(C(=O)O)nc2n1	-8.1	6.2
Nc1nnc(SCCN2C(=O)c3ccccc3S2(=O)=O)s1	-3.6	11.9
CCc1c(O)nc(SCC(=O)Nc2cc(C)on2)n(-c2ccccc2)c1=O	-9.4	2.6
CCC(=O)N1CCc2cc(S(=O)(=O)CCC(=O)Nc3nc(C)cs3)ccc21	-3.1	7.9
Cc1ccc(-c2nc(CS(=O)CC(=O)NCCCc3ccccc3)c(C)o2)cc1 (stereo unspecified)	-38.7	2.1
Cn1c(=O)c2cc(S(=O)(=O)NC(C(=O)NCc3cccnc3)c3ccccc3)ccc2n(C)c1=O (stereo unspecified)	-22.2	23.4
Cc1onc(NC(=O)NC(=O)c2c(Cl)cccc2Cl)c1Br	-21.6	13.4
CCN1CCN(CCC(=O)Nc2ccc(Br)c(C)c2)CC1	-4.8	8.8
Cc1ccc(S(=O)(=O)Oc2ccc(C3C4=C(CCCC4=O)N(CCC(=O)O)C4=C3C(=O)CCC4)cc2Cl)cc1	-5.7	46.7
CC1(C)SC(=S)N(/N=C/c2cccnc2)C1N(O)C(=O)Nc1ccccc1 (stereo unspecified)	-18.0	15.2

(continued)
SMILES	OX1R antag-1	OX1R antag-2
Cc1nn(C)c(Oc2ccccc2)c1CCNC(=O)CC(C)C	-13.3	11.6
CC1CCN(C(=O)c2ccccc2NS(=O)(=O)c2ccccc2)CC1	-21.0	50.3*
Cc1c(CCC(=O)NCCCn2ccnc2)c(=O)oc2c(C)c3oc4c(c3cc12)CCCC4	-27.4	11.6
S=c1[nH]nc(-c2ccccc2)n1/N=C/c1ccc(-c2ccccc2Cl)o1	-25.8	27.3
Cc1ccc(C(=O)COC(=O)c2c(C)cc(=O)oc2C)cc1[N+](=O)[O-]	-26.8	4.3
CC/C(=C\C(=O)c1ccncc1)Nc1ccc(O)cc1	-14.2	36.6
COc1ccc(NC(=O)C2CCN(S(C)(=O)=O)CC2)cc1Cl	4.2	25.8
CCCCCCCCSc1nnc(CSc2nc3nc(C)cc(C)n3n2)o1	-11.1	15.5
Cc1cc(C(F)(F)F)cc(NNC(=O)NC(=O)c2ccc(Cl)cc2)n1	3.3	6.5
O=C(c1cccc2cccc(O)c12)N1CCCCC1	0.6	23.1
Cc1cc(-c2cccc([N+](=O)[O-])c2)nc2ccc3ccccc3c12	0.5	0.7
FC(F)(F)c1ccc(Sc2n[nH]c(C(F)(F)F)n2)nc1	-2.1	11.9
COC(=O)[C@@H](NC(=O)Nc1ccc(OC(F)(F)F)cc1)C(C)C	-23.9	4.9
COc1ccc(C(C(=O)NCCC(C)C)N(CCO)C(=O)c2snc(C(N)=O)c2N)cc1OC (stereo unspecified)	-5.5	11.8
Cc1ccc(C(=O)O/N=C\c2ccc(N3CCOCC3)c([N+](=O)[O-])c2)cc1	7.6	7.3
Cc1ccc(S(=O)(=O)NNc2nnc(C)c(=O)[nH]2)cc1	5.4	6.7
NC(=O)CC(NC(=O)c1ccccc1)c1ccc(N2CCN(c3ccccn3)CC2)c([N+](=O)[O-])c1 (stereo unspecified)	-19.5	32.8
COc1cc(C(C(=O)NC2CCCC2)N(C(=O)c2snc(C(N)=O)c2N)c2ccccc2)cc(OC)c1OC (stereo unspecified)	-18.5	14.3
Cc1nc(-c2cc(-c3nc(-c4ccc(C(C)(C)C)cc4)no3)no2)cs1	0.5	2.4
O=C(CCN1CCCC1)Nc1ccccc1	-24.4	4.8

Compounds listed so far with a Cl atom, in the order listed:
SMILES	OX1R antag-1	OX1R antag-2
COC(=O)CCC(=O)NNC(=O)CCC(=O)Nc1cccc(Cl)c1C	4.1	4.0
Cc1ccc(NC(=O)CCS(=O)(=O)c2cccc3nonc23)cc1Cl	-3.2	19.1
COc1ccc(Cl)cc1N(CC(=O)N1CCCCCC1)S(C)(=O)=O	-7.9	3.0
O=C(O)c1cc2cc(Cl)cc(Cl)c2oc1=O	3.4	41.4
CCCOc1ccc(C(=O)N2CCN(c3ccc(N)cc3Cl)CC2)cc1	-25.1	11.9
O=C(Nc1cccc(-n2cnnn2)c1)c1cnccc1Cl	-9.6	5.7
O=C(NCCS(=O)(=O)NCc1ccccc1Cl)c1ccccc1	-19.6	28.7
COCCNC(=O)CSC1=N/C(=C/c2ccc(Cl)c(Cl)c2)C(=O)N1c1ccccc1F	-11.7	16.4
CS(C)(=O)=NS(=O)(=O)c1ccc(Cl)cc1	-21.5	8.9
COc1cc(Cl)ccc1OCc1cc(C(=O)NC(C)Cc2cnccn2)no1 (stereo unspecified)	-20.7	24.6
Cn1cc([C@@H]2C[C@H]3CN(Cc4cccc(Cl)c4)C(=O)[C@]34CCCN24)c(-c2ccccc2)n1	-33.9	24.8
Cc1onc(NC(=O)NC(=O)c2c(Cl)cccc2Cl)c1Br	-21.6	13.4
Cc1ccc(S(=O)(=O)Oc2ccc(C3C4=C(CCCC4=O)N(CCC(=O)O)C4=C3C(=O)CCC4)cc2Cl)cc1	-5.7	46.7
S=c1[nH]nc(-c2ccccc2)n1/N=C/c1ccc(-c2ccccc2Cl)o1	-25.8	27.3
COc1ccc(NC(=O)C2CCN(S(C)(=O)=O)CC2)cc1Cl	4.2	25.8
Cc1cc(C(F)(F)F)cc(NNC(=O)NC(=O)c2ccc(Cl)cc2)n1	3.3	6.5
